# Compound activity (PubChem)
# procasp3 activ: activators of human procaspase-3 | 330,000 tested, 0.11% active | recombinant procaspase-3 D3A, Ac-DEVD-pNA absorbance 405 nm | P42574 | activation, % at 8.5 µM | AID 463141;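 active = activation above the mean of all tested compounds plus 3 SD, cut at about 21% in these data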;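 note: 0% = DMSO alone and 100% = DMSO wells spiked with extra 5 µM PC-3 D3A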
# Target sequence (P42574 whole entry D9A/D28A/D175A): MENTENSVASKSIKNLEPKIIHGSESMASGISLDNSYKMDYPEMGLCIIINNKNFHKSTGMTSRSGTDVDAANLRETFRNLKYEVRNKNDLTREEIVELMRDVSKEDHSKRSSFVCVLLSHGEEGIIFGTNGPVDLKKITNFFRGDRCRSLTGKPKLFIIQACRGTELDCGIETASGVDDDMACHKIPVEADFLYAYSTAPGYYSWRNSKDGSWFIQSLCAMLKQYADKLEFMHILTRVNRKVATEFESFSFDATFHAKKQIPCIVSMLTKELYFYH
#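 Compound: 8.5 µM single point, 0.8% DMSO / Material: Autoprocessing-dead procaspase-3 D3A mutant enzyme / Timing: 1 h preincubation plus 2 h reaction at 25 °C / Medium: Zinc-free HEPES/NaCl buffer with 0.01% Triton X-100 at pH 7.4 / Technique: 405 nm absorbance of p-nitroaniline, reads at 0 and 120 min / Repeats: one well per compound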
# RPL19A TOR yeast: yeast TOR pathway RPL19A-GFP modulation. S. cerevisiae RPL19A-GFP strain, flow cytometry, 3 h; active compounds read low. 330,000 tested, 0.3% active. AID 2025. percent response vs DMSO, % at 10 µM;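 active = percent response vs DMSO below 50%; inconclusive = fewer than 70 events counted for the yeast strain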;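 note: median channel GFP fluorescence of the barcoded RPL19A-GFP strain; ratio of sample median GFP to plate DMSO average so 100% = DMSO; lower means less RPL19A-GFP as with rapamycin TOR inhibition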
# LAP4-GFP MLPCN: yeast TOR pathway LAP4-GFP modulation. AID 2023. S. cerevisiae LAP4-GFP multiplex, flow cytometry GFP, 3 h; median GFP as percent of DMSO wells. 320,000 tested, 0.34% active. GFP response vs DMSO, % at 10 µM;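 active = GFP response vs DMSO above a set limit, about the screen mean plus 3 SD, cut at about 150% in these data; inconclusive = under 70 cell events counted for the yeast strain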
# proCasp7 act: counter-screen: procaspase-7 (human) activation. AID 463210. activation, % at 8.5 µM. P55210. recombinant procaspase-7, Ac-DEVD-pNA absorbance 405 nm; D23A/D198A/D206A triple mutant, cannot self-cleave; scale: DMSO 0, 5 µM enzyme 100. 330,000 tested, 0.093% active;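 active = percent activation above the screen-wide mean plus 3 SD, cut at about 25% in these data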
# Target sequence (P55210 whole entry D23A/D198A/D206A): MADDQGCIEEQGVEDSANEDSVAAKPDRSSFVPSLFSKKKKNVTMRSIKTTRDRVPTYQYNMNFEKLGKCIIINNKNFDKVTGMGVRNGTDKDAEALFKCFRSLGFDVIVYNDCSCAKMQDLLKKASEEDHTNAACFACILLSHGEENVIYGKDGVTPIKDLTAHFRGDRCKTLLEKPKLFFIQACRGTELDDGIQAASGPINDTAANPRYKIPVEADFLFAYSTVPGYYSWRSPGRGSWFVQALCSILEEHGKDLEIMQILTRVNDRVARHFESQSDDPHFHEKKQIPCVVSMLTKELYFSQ
#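 Assay system: Uncleavable procaspase-7 mutant enzyme; Input: 2 µM procaspase-7 mutant as dispensed; Also added: DEVD-pNA substrate; Medium: Zinc-free HEPES pH 7.4 with 300 mM NaCl, 0.01% Triton X-100; Timing: 1 h compound preincubation, 2 h substrate cleavage, 25 °C; Measured by: Epi-absorbance of released pNA at 405 nm, two timepoints.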
# MEP2-GFP yeast: alters MEP2-GFP fluorescence in TOR pathway yeast screen. S. cerevisiae MEP2-GFP strain, flow cytometry GFP, 3 h; 100% = DMSO control level. GFP response vs DMSO, % at 10 µM. 330,000 tested, 0.51% active. AID 2016;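 active = GFP response versus DMSO above a set limit, roughly screen mean plus 3 SD, cut at about 180% in these data; inconclusive = fewer than 70 cells counted for a yeast strain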;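 note: median GFP fluorescence of the barcode-gated MEP2-GFP cells per well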
# JMJD2C inh: human JMJD2C demethylase inhibition | Q9H3R0 | 330,000 tested, 0.069% active | GST-JMJD2C(1-420) H3K9me3 demethylation, DELFIA europium | inhibition, % at 2.35 µM;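 active = more than half of a compound's replicate wells show inhibition beyond 50%, single wells judged on their own value; inconclusive = some, but no more than half, of replicates pass 50% inhibition; inactive = no replicate passes 50% inhibition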;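 note: signal counts dimethyl H3K9 product captured on neutravidin plate; 0% = median of DMSO wells and 100% = 0.3 times that DMSO median; strong numbers were not always called active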
# Target sequence (Q9H3R0 1-420 limits assumed): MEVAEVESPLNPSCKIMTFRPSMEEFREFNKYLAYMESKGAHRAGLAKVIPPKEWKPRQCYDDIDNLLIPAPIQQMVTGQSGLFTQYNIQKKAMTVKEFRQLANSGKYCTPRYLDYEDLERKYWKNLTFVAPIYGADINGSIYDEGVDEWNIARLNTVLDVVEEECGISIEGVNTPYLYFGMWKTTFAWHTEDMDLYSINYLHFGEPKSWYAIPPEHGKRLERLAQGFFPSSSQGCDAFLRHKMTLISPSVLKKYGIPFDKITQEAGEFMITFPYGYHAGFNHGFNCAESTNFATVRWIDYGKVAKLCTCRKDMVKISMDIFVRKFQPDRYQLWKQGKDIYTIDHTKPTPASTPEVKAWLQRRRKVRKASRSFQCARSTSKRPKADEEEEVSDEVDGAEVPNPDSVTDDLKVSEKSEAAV
# CR mimetic SO: yeast age-related superoxide inhibition as caloric restriction mimetic; S. cerevisiae aged cells, superoxide DHE fluorescence; active compounds read low; superoxide response (% of plate mean), % at 10 µM; 330,000 tested, 0.18% active; AID 2690;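 active = superoxide response under a set limit, about three screen SD below normal, cut at about 65% in these data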;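 note: yeast aged for seven days with compound at 30 °C before DHE staining; 100% = average MFI of all compound-treated wells on the plate with controls excluded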
# AHR act: activators of human aryl hydrocarbon receptor | P35869 | AHR-responsive luciferase reporter cells, luminescence | activation, % at 5 µM | 320,000 tested, 2.5% active; in the data active = activation above about 47%;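 note: 0% = vehicle wells and 100% = reference agonist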
# Active calls of the source: *; ? = inconclusive; nt = no result given.
SMILES	procasp3 activ	AHR act	JMJD2C inh	proCasp7 act	CR mimetic SO	RPL19A TOR yeast	LAP4-GFP MLPCN	MEP2-GFP yeast
CC(=O)CSc1ccc(C(=O)O)cn1	13	8	2	6	94	101	89	93
N#CCSc1nnc(CNc2cccc(Cl)c2)o1	0	6	3	-6	106	103	108	113
O=c1n(Cc2ccccc2)c2cc(Cl)cnc2n1Cc1ccccc1	2	2	30	5	91	94	75	78
CC(=O)Nc1ccc2nc(NC(=O)COc3ccccc3Cl)sc2c1	-3	30	-2	0	114	89	99	96
CCNS(=O)(=O)c1ccc(CCC(=O)NCCc2ccc(OC)cc2)cc1	-2	3	-6	-6	92	90	95	88
CCOc1ccc(C(=O)NC(=S)Nc2cccc(NC(=O)c3ccco3)c2)cc1[N+](=O)[O-]	-10	34	-24	-1	103	99	90	96
Cc1ccc(-c2csc(NC(=O)CN3CCOCC3)n2)cc1C	-5	24	?	-4	83	103	98	104
S=C(NC1CCCCC1)NN(c1ccccc1)c1ccccc1	-4	3	18	1	113	95	86	97
CCC(C)NCCOc1ccc(C(C)(C)c2ccccc2)cc1 (centres undefined)	2	41	-4	-5	113	102	99	95
Cc1cccc(Nc2nc(N)c([N+](=O)[O-])c(NCCO)n2)c1	-7	17	1	1	96	103	112	107
CC(NC(=O)CC(c1ccccc1)c1cc(Cl)ccc1O)c1ccccc1 (centres undefined)	5	43	-3	-6	106	103	97	102
C=CCOc1ccc(C(=O)n2cc(C(=O)OC)c3ccccc32)cc1	4	-2	-1	-1	92	99	106	186*
O=C(Nc1ccc(F)cc1F)C1CCN(C(=O)c2ccc(Br)cc2)CC1	8	-1	-15	-4	106	101	92	108
CCCOc1ccc(C2C(C(=O)OC)=CN(CCOC)C=C2C(=O)OC)cc1	0	-1	4	3	98	103	107	108
COc1ccc(CNC(=O)c2sc3nc4c(c(C(F)(F)F)c3c2N)CCC4)cc1OC	4	-8	2	-2	113	104	96	111
CCOC(=O)N1CCN(C(=O)c2oc3ccc(S(=O)(=O)N4CCCCC4)cc3c2C)CC1	3	-2	6	8	90	93	101	99
O=c1nc(/C=C/c2cccn2-c2ccc([N+](=O)[O-])cc2)cc(C(F)(F)F)[nH]1	-4	1	5	6	104	97	103	92
Cc1ccc(NC(=O)COC(=O)Cc2ccccc2)cc1S(=O)(=O)N1CCOCC1	10	0	8	4	85	99	96	98
COc1ccc(C2CC(c3ccc(OC)cc3O)=NN2C(=O)c2ccccc2)cc1 (centres undefined)	3	0	-29	-2	95	104	85	101
CC(C)c1ccc(NS(=O)(=O)c2cn(C)c(=O)n(C)c2=O)cc1	1	1	29	11	83	96	93	94
COc1ccc(NC(=S)NC(=O)Cc2ccccc2)c(OC)c1	-12	48*	3	6	92	103	91	105
Cc1cc(Br)ccc1S(=O)(=O)n1ccnc1C	12	2	15	-9	106	93	91	96
CCOc1ccc(Br)cc1CNCc1cccnc1	nt	nt	-4	nt	96	102	95	99
CSc1ccccc1NC(=O)c1ccc(Cl)s1	9	4	-6	15	117	100	110	108
Nc1ccc(Cl)c[n+]1Cc1cccc2cccnc12	3	12	-7	2	104	97	102	93
COc1ccc(C(=O)OCc2csc(C)n2)c(O)c1	1	7	3	10	104	93	109	95
CN(C)c1ccc(NC(=O)c2cc3c(=O)n4ccccc4nc3n2C)cc1	-3	-22	5	-3	89	101	105	103
Fc1ccccc1/C=C1\CCCC2=C1NC(=S)NC2c1ccccc1F (centres undefined)	-5	0	2	0	98	96	120	92
CCc1nc(SCC(=O)Nc2ccc(N(C)C)cc2)c2ccccc2n1	5	5	0	-10	109	94	98	95
CNC(=O)COC(=O)c1cc2c(C)nn(-c3ccc(F)cc3)c2s1	8	2	3	5	105	94	95	96
C=CCn1c(Oc2ccc(C(=O)OC)cc2)nc2c1c(=O)n(C)c(=O)n2C	6	-3	2	3	102	91	98	97
O=C(c1ccc(Oc2ccc([N+](=O)[O-])cc2)cc1)N1CCCCCC1	5	1	-11	-3	97	107	106	105
O=C(NCc1ccon1)C1CCC(=O)N(CCc2ccc(Cl)cc2)C1 (centres undefined)	5	5	11	3	94	91	73	94
Cc1nc(-c2ccc(S(=O)(=O)NCC3CCN(C(=O)OC(C)(C)C)CC3)s2)cs1	0	2	-10	5	97	98	113	95
CCOC(=O)c1cnc(SCC(=O)Nc2cc(OC)ccc2OC)nc1N	0	2	5	13	118	104	111	104
Cc1onc(-c2c(Cl)cccc2Cl)c1NC(=O)NNc1ccccc1	-14	4	8	4	102	100	106	107
CCN(c1ccccc1)S(=O)(=O)c1ccc(C(C(=O)OC)C(=O)OC)c([N+](=O)[O-])c1	2	-4	-8	1	96	104	103	101
Cc1cc(F)ccc1S(=O)(=O)N1CCCCC1CCNC(=O)C(=O)NCCN1CCOCC1 (centres undefined)	4	0	6	2	106	99	102	108
Cc1nnc(OC(C)C)c2nn(-c3ccccc3F)c(C)c12	2	2	-1	6	99	90	107	102
CCOC(=O)N1CCN(C(=O)c2c(O)c3cccc4c3n(c2=O)CC4)CC1	3	3	14	4	106	104	108	106
O=C(Cn1nnc(-c2cccs2)n1)N1CCc2ccccc2C1	13	-3	29	7	96	97	107	95
Cc1ccc(CNC(=O)c2cc(S(=O)(=O)N3CCCCC3)ccc2N2CCOCC2)cc1	6	0	5	6	92	99	100	101
CCOC(=O)c1cn2nc(Oc3ccc(NC(C)=O)cc3)ccc2n1	-10	-3	9	1	106	100	110	103
COc1ccc(OC)c(-c2nnc3n2N=C(c2ccc(OC)c(OC4CCCC4)c2)CS3)c1	8	20	-4	2	92	109	89	97
CCC(c1nnnn1C(C)C)N1CCN(C2CCCC2)CC1 (centres undefined)	5	3	3	3	103	89	92	89
O=c1[nH]c2ccc(Cl)cc2c(-c2ccccc2)c1[N+](=O)[O-]	3	2	3	0	103	104	99	104
COC(=O)c1cc(Br)c(N)cc1OC	-3	0	4	15	108	99	91	103
CCCCCN1CC(=O)N2[C@@H](Cc3c([nH]c4ccccc34)C2(C)C)C1=O	-4	5	20	-2	124	103	94	104
O=C(N/N=C/c1cccc(Oc2ccccc2)c1)c1cccc(O)c1	nt	nt	2	nt	96	112	76	108
O=C(O)C1CCN(c2ccc(Cl)nn2)CC1	1	0	0	-8	182	106	103	106
CC(C)C[C@H](NC(=O)OC(C)(C)C)C(=O)N[C@@H](CO)[C@H](O)[C@@H]1C[C@@H]1C(=O)NC1CC1	-11	0	-10	15	104	97	127	94
CC(Cc1ccccc1)C(=O)NCc1ccccn1 (centres undefined)	3	2	-4	6	nt	nt	nt	nt
CC(=O)c1cccc(NC(=O)CCNS(=O)(=O)c2cccc3nonc23)c1	-6	12	-7	-5	90	102	92	103
FC(F)(F)c1ccc(N=Cc2sc(N3CCOCC3)nc2-c2ccccc2)cc1	2	4	13	-6	111	107	104	108
COc1ccccc1CN1CC(C(=O)N2CCOCC2)CCC1=O (centres undefined)	-5	1	11	-3	92	92	94	93
COc1ccc(C(=O)C2CCCN(Cc3cnc(N4CCOCC4)s3)C2)cc1F (centres undefined)	-2	8	9	4	107	94	90	86

# Next section
SMILES	procasp3 activ	AHR act	JMJD2C inh	proCasp7 act	CR mimetic SO	RPL19A TOR yeast	LAP4-GFP MLPCN	MEP2-GFP yeast
O=C(CSCc1cc(=O)n2nc(C3CC3)sc2n1)Nc1ccccc1Cl	-1	2	2	1	92	91	91	91
COc1ccc(CCn2c(-c3cc([N+](=O)[O-])cc([N+](=O)[O-])c3)nc3nc4ccccc4nc32)cc1OC	-1	4	0	-1	100	102	80	96
O=C(CCN1C(=O)/C(=C\c2cccc(Br)c2)SC1=S)NCCCN1CCOCC1	-11	1	-1	-8	108	100	100	94
COc1cccc(OCC(=O)Nc2ccccc2NC(C)=O)c1	5	6	-10	9	112	103	108	104
Cc1cc[n+](-c2nc3ccccc3nc2[N-]S(=O)(=O)c2ccccc2)cc1	2	4	0	8	102	97	96	101
COc1cccc(NC(=O)c2ncc(Cl)c(Cl)c2Cl)c1	7	35	0	3	104	95	106	103
Cc1nnc(SCC(=O)Nc2c(C)n(C)n(-c3ccccc3)c2=O)n1Cc1ccccc1	-3	1	-21	5	96	87	94	92
CC(C)OCCCn1c(=O)c2ccccc2n2c(CCC(=O)N3CCN(c4ccccn4)CC3)nnc12	10	-4	2	-13	116	99	102	103
COc1cc2c(cc1OC)C(c1ccco1)CC(=O)N2 (centres undefined)	6	1	7	5	100	96	103	91
CCCC(=O)N/N=C1\CS(=O)(=O)N(C)c2ccsc21	4	6	-6	5	107	93	79	103
CC1CCN(C(=O)COC(=O)CCCN2C(=O)c3cccc4cccc(c34)C2=O)CC1	nt	nt	8	nt	97	109	98	102
O=C(NC(=S)N1CCN(c2ccc([N+](=O)[O-])cc2)CC1)c1ccccc1F	-12	1	3	-26	104	106	104	110
CCCN(CC(=O)Nc1ccccc1OC)C(=O)c1cc(S(=O)(=O)NCc2ccccc2)ccc1C	0	2	8	7	87	110	106	105
C/C(=N/Nc1ccnc2cc(Cl)ccc12)c1ccc(O)cc1	-4	56*	0	-27	106	95	102	94
Cc1nc[nH]c(=O)c1Br	-1	-1	1	-16	107	96	97	100
Cc1cc(NC(=O)COC(=O)c2c(C)nn(-c3ccccc3)c2C)no1	6	4	nt	8	94	102	99	101
COc1cc2cc(CCCOC(=O)c3ccc(C#N)cc3)oc(=O)c2cc1OC	-3	-2	-7	9	105	95	106	93
COc1ccc(-c2nnc(SCC(=O)c3cccs3)n2-c2ccc(Cl)cc2)cc1	-8	2	14	7	104	99	102	96
COc1ccc([N+](=O)[O-])cc1/C=N/NC(=O)CNC(=O)c1cccc(F)c1	4	8	8	7	91	101	91	105
CCCc1cc(=O)oc2c3c(cc(OCC(=O)NCc4ccncc4)c12)OC(C)(C)CC3	8	12	28	-2	84	93	94	105
Cc1ccc(NC(=O)CS(=O)CC(=O)N(CC(=O)NC(C)(C)C)c2cccc(C)c2C)cc1 (centres undefined)	1	-2	-10	9	102	104	91	99
CC1(C)CC(NC(=O)c2ccc(Cl)cc2)CC(C)(C)N1	7	1	-1	12	97	104	79	98
CCCc1ccc2oc(C(=O)N3CCCC3)c(C)c2c1	10	-1	-5	8	96	100	101	105
COc1ccc(S(=O)(=O)N2CCc3ccccc3C2)cc1OC	-110	0	-4	9	98	100	100	103
CC1(C)C(=O)NCCN1C(=O)CCC(=O)O	2	0	0	17	84	98	96	105
